AmpC inh detg – qHTS Inhibitors of AmpC Beta-Lactamase (assay with detergent) | AmpC hydrolysis of nitrocefin, absorbance 480 nm, 0.01% Triton | Potency, µM (top dose mostly 114 µM), for inactives: at the top dose activity change, negative = inhibition, usual class: inhibitors | actives 0.041% (n = 370,000) | AID 485294, 2010;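 note: potency is the fitted concentration of half-maximal effect; 0% = no-compound wells and -100% = no-enzyme wells; nearly all actives have a fitted effect of over 25% in size; some results filed as inactive show a strong effect at the top dose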
Target sequence (P00811 whole entry, looked up): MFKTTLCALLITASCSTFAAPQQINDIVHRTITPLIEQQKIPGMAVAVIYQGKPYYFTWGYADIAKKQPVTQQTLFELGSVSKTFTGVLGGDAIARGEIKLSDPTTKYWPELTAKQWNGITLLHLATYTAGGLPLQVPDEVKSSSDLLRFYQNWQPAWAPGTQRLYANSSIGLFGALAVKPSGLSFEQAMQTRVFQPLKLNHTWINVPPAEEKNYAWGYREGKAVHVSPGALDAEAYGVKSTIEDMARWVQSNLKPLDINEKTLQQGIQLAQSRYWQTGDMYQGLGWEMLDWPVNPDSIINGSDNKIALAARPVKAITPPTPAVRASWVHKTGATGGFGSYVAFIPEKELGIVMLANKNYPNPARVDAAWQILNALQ
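20 mM phosphate pH 7.0 + 0.01% (detergent screen) or 0.0001% Triton X-100; 5.3 nM AmpC reagent; cpd preinc 15 min RT; nitrocefin (800 uM stock) to start; A480 q20 s × 4 min; Activity was normalised to no-enzyme and no-compound control wells.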
LmPK inhibitor – qHTS Assay for Inhibitors of Leishmania Mexicana Pyruvate Kinase (LmPK); Q27686; purified LmPK, Kinase-Glo ATP luminescence, 1 h; Potency, µM (doses to about 57.5 µM), without a hit: at the highest dose activity change, negative = inhibition, usual class: inhibitors; actives 0.37% (n = 290,000); AID 1721, 2009; note: potency is the fitted concentration of half-maximal effect
Target sequence (Q27686 whole entry, looked up): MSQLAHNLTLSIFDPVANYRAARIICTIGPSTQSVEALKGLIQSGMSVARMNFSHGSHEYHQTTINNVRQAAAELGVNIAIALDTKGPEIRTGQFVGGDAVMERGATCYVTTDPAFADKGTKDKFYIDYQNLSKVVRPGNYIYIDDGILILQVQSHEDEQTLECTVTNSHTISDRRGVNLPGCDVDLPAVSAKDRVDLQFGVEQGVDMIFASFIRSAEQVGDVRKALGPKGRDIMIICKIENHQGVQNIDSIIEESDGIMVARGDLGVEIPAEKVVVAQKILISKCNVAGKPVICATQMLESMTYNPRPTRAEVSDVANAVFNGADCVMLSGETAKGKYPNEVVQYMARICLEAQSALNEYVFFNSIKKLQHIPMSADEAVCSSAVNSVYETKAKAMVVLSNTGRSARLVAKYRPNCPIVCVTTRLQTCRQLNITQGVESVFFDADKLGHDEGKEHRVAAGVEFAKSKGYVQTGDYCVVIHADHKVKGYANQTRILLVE
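ATP generated from ADP (0.1 mM) and PEP (0.5 mM) by 0.1 nM LmPK over 1 h at room temperature (pH 7.2 imidazole buffer) was detected by coupled luciferase luminescence. Values were normalized to uninhibited and no-enzyme wells.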
Sm TGR block – qHTS Assay for the Inhibitors of Schistosoma Mansoni Peroxiredoxins; actives 3% (n = 360,000); purified TGR, DTNB reduction, TNB absorbance 405 nm; Schistosoma mansoni thioredoxin glutathione reductase (TGR), Q962Y6; Potency, µM (top dose mostly 114 µM), without a hit: at the highest dose activity change, negative = inhibition, hits mostly inhibitors; note: potency is the fitted concentration of half-maximal effect; nearly all actives have a fitted effect of over 60% in size
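Kinetic colorimetric format: TGR-catalysed, NADPH-driven DTNB reduction monitored via TNB absorbance. Enzyme dispensed at 20 nM; compound exposure 15 min at room temperature before reaction start.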
Tb PYK inh – qHTS of Trypanosoma Brucei Inhibitors | pyruvate kinase (Trypanosoma brucei), Q57TT1 | TbPYK enzyme, Kinase-Glo Plus ATP luminescence, 45 min | Potency, µM (doses to about 76.8 µM), without a hit: at the top dose activity, negative = inhibition, most hits filed as inhibitors | actives 0.12% (n = 410,000); note: potency is the fitted concentration of half-maximal effect; nearly all actives have a fitted effect of over 50% in size
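Quantitative HTS: titrated library compounds versus trypanosomal pyruvate kinase in TEA buffer (pH 7.2) containing KCl, MgCl2, BSA and Tween-20. Reactions were initiated with ADP, 130 uM final. Kinase-Glo Plus luminescence was read after 45 min at RT.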
AmpC inh no detg – qHTS Inhibitors of AmpC Beta-Lactamase (assay without detergent). actives 0.52% (n = 330,000). AID 485341, 2010. AmpC nitrocefin hydrolysis, absorbance 480 nm, 0.0001% Triton. P00811. Potency, µM (highest dose often 57.1 µM), inactives show top-dose activity change, negative = inhibition, most hits filed as inhibitors;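 note: potency is the fitted concentration of half-maximal effect; plate controls were no compound for no effect and no enzyme for full effect; nearly all actives have a fitted effect of over 20% in size; some results filed as inactive show a strong effect at the top dose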
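AmpC (5.3 nM in the dispensed reagent) in 20 mM phosphate pH 7.0 with 0.01% (detergent screen) or 0.0001% Triton X-100 was preincubated with compounds for 15 min at room temperature. Nitrocefin was then added from an 800 uM solution, and hydrolysis was followed at 480 nm.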
HCMV antiviral – qHTS Assay for inhibitors of the human cytomegalovirus (HCMV); actives 4.5% (n = 410,000); HFF cells, HCMV-luciferase reporter, 72 h; hits give low values; AID 1259415, 2018; activity change, negative = inhibition, % at 57.5 µM; in the data active = activity change below about -60%; inconclusive = no clear call, values can overlap the other calls; inactive = above about -39%
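Compounds were evaluated in HFFs infected with an HCMV luciferase reporter virus (MOI 1 PFU/cell). Luciferase in lysates collected 72 h post infection served as the replication measure.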
AMA1 RON2 block – qHTS for Inhibitors of AMA1-RON; Towards Development of Antimalarial Drug Lead: Primary Screen | Plasmodium falciparum AMA1 (3D7) - RON2 peptide interaction | AlphaScreen AMA1-biotinylated RON2 peptide binding | Potency, µM (highest dose often 58.2 µM), without a hit: at the top dose activity change, negative = inhibition, actives largely listed as inhibitors | actives 0.2% (n = 360,000) | AID 720542, 2013;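 note: potency is the fitted concentration of half-maximal effect; 0% = vehicle wells and -100% = peptide control; nearly all actives have a fitted effect of over 45% in size; some results filed as inactive show a strong effect at the top dose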
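AMA1 (3D7) with his tag at 25 nM final met compounds first, then biotinylated RON2 peptide at 25 nM; detection used donor plus acceptor beads, 10 µg/mL apiece, read by AlphaScreen after 30 min at room temperature.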
* marks the source's active call; other numbers are inactive results; ? = inconclusive; nt = no result given; & = joins results of further samples; [ ] = dose if it differs, or a comment. Unless noted, calls come from the whole dose curve; as a rule, active = well fitted curve in the direction sought with a large enough effect; inconclusive = small, poorly fitted or top-dose-only effect, or another doubt; inactive = no such curve, though single readings can be large; an effect the other way counts as inactive or inconclusive. Unless noted, % is set by controls: 0 for no effect and ±100 for the full control effect.

Start of the listing, in advance, three compounds:
canonical_smiles,AmpC inh detg,LmPK inhibitor,Sm TGR block,Tb PYK inh,AmpC inh no detg,HCMV antiviral,AMA1 RON2 block
COc1ccc(NC(=O)c2ccc(Cl)c(NC(=O)c3ccncc3)c2)cc1,3%,10%,-26%,nt,-6%,nt,nt
O=c1[nH]c(=S)n(CCC2=CCCCC2)c(O)c1C=NCCCn1ccnc1,-9%,2%,0%,-1%,82%[activator],10,-9%
O=C(Nc1ccc2c(c1)CCC2)c1cnc(Cl)c(Cl)c1,1%,-6%,-2%,-3%,-16%,172,4%

Main list, repeating the preview:
canonical_smiles,AmpC inh detg,LmPK inhibitor,Sm TGR block,Tb PYK inh,AmpC inh no detg,HCMV antiviral,AMA1 RON2 block
COc1ccc(NC(=O)c2ccc(Cl)c(NC(=O)c3ccncc3)c2)cc1,3%,10%,-26%,nt,-6%,nt,nt
O=c1[nH]c(=S)n(CCC2=CCCCC2)c(O)c1C=NCCCn1ccnc1,-9%,2%,0%,-1%,82%[activator],10,-9%
O=C(Nc1ccc2c(c1)CCC2)c1cnc(Cl)c(Cl)c1,1%,-6%,-2%,-3%,-16%,172,4%
CC(=O)c1ccc(OCc2cc(C(=O)N3CCN4CCCC4C3)no2)cc1 (stereo not given),4%,-1%,5%,8%,22%,16,13%
COCC(C)n1c(C)cc(C(=O)CSc2nc(C)c(C)c(C)n2)c1C (stereo not given),-11%,2%,-3%,-23%,35%,?,-7%
CCNc1nc(Oc2ccc(C(=O)OC)cc2)nc(N2CCOCC2)n1,-4%,-7%,8%,-6%,-7%,15,-4%
CCCCn1c(=O)[nH]c(=O)c2c1nc(CN1C(=O)c3ccccc3S1(=O)=O)n2CCC,-13%,2%,0%,0%,-3%,-7,-6%
CC1=C(C(=O)Nc2cccnc2)C(c2ccc(Cl)cc2)n2nc(SCc3ccccc3)nc2N1 (stereo not given),5%,nt,-2%,-2%,nt,4,nt
CCc1nc2c(OCC(=O)C(C)(C)C)cccn2c1N(C=O)Cc1ccc(OC)cc1,nt,nt,nt,-5%,nt,-2,-6%
CCn1c(O)c(C=NC2CCCC(C)C2C)sc1=S (stereo not given),4%,6%,2%,-3%,-7%,8,?
Cc1cc(C)cc(NC(=O)C(OC(=O)c2sccc2C)c2ccccc2)c1 (stereo not given),7%,0%,13%,-1%,-30%,-7,0%
Cc1ccc2cc3c(N)c(C(=O)N4CCOCC4)sc3nc2c1,?,-20%,-26%,-4%,-2%,119,36%[activator]
COc1cccc2c1cc1c(=O)n(CC(=O)NCCCN3CCN(C)CC3)nc(C)n12,1%&22%,-1%,-20%&-7%,0%&-3%,-9%,54&41,0%
Cn1cccc1CNC1CCCC1,-1%,3%,-13%,2%,-4%,35,-20%
CCc1ccccc1N1CC(c2nc3ccccc3n2Cc2cccc(C)c2)CC1=O (stereo not given),-1%,nt,-1%,1%,nt,-6,nt
c1cncc(-c2nc(NCCCN3CCOCC3)c3c4c(sc3n2)CCC4)c1,13%,3%,2%,-4%,105%[activator],0,-7%
N=C1/C(=C/c2ccco2)C(=O)N=C2SC(CC(=O)N3CCCC3)=NN12,0%,21%,0%,-2%,-8%,-23,-16%
O=c1[nH][nH]c2c1[C@H](c1ccc(F)cc1)O[C@H](CCc1ccccc1)C2,nt,nt,nt,5%,nt,-25,102%[activator]
O=C(O)CCC(=O)Nc1ccccc1C(=O)NCCc1ccccc1,-16%,-4%,-1%,-3%,-15%,72,-1%[2.32 µM]
COCCCNc1nc2c(-c3cccc(Br)c3)nnn2c2ccccc12,1%,nt,-3%,-2%,nt,39,nt
Cc1ccc(S(=O)(=O)N/N=C/c2ccc(OCC(=O)Nc3ccccc3Cl)cc2)cc1,-1%,1%,-14%,-4%,-29%,36,-23%
CN(C)C(=S)Nc1ccc(Br)c(Cl)c1,1%,2%,9%,-2%,-12%,?,-16%
CC1CCN(C(=O)CCCN2C(=O)c3cccnc3Oc3ccc(Cl)cc32)CC1,7%,-3%,7%,-23%,80%[activator],-25,-3%
O=C(O)COc1ccccc1/C=C1\C(=O)Nc2ccc(Br)cc21,?,4%,-12%,8%,-29%,-14,7%
N=c1ccn(Cc2ccc(F)cc2)cc1,1%,2%,12%,3%,-23%,?,14%

canonical_smiles,AmpC inh detg,LmPK inhibitor,Sm TGR block,Tb PYK inh,AmpC inh no detg,HCMV antiviral,AMA1 RON2 block
CCC1CCC/C1=N\NC(=O)c1ccc(Cl)cc1 (stereo not given),nt,nt,nt,-9%,nt,13,29%
Cc1nn2c(Nc3ccccc3)c3c(nc2c1-c1ccccc1)CCC3,-7%,-1%,-4%,1%,-17%,?,15%[11.6 µM]
COC(=O)CCN1CCN(S(=O)(=O)c2ccccc2Br)CC1,-10%,-6%,-2%,-7%,-12%,?,?
O=C(COC(=O)CNC(=O)c1sc2ccccc2c1Cl)NC1CCS(=O)(=O)C1 (stereo not given),-23%,nt,0%,3%,-11%,-20,-13%
COc1cc(Cl)c(C)cc1NC(=O)CN1c2ccccc2S(=O)(=O)c2ccccc21,-5%,nt,16%,2%,nt,53,nt
CCC(Sc1nnc(-c2ccc(OC)cc2)c(-c2ccc(OC)cc2)n1)C(=O)Nc1cccc(OC)c1 (stereo not given),2%,nt,12%,3%,nt,-12,nt
CC1(C(=O)O)CCC(C(=O)NC2CCCCC2)C1(C)C (stereo not given),?,-4%,0%,0%,-15%,-15,3%
Cc1ccc(C)c2sc(NC(=O)C3CC3)nc12,-8%,1%,-16%,1%,-30%,24,-8%
CC(C)c1ccc(CC(=O)N2CCC2(C)C(=O)Nc2ccc3c(c2)OCCO3)cc1 (stereo not given),nt,nt,nt,-5%,nt,?,-21%
CCCOc1ccc(-c2c(C(=O)N/N=C(\C)COc3ccccc3)nnn2-c2nonc2N)cc1,-2%,9%,3%,1%,-34%,9,92%[activator]
C=CCC[C@@H](Cc1ccc(F)cc1)C(=O)OC[C@H]1CCCN1C(=O)[C@@H](CC=C)CC(=O)N[C@H](CO)Cc1ccccc1,nt,nt,nt,1%,238%[activator],24,0%
O=C1C=C(N2CCOCC2)CO1,nt,nt,nt,2%,nt,9,18%
O=S(=O)(c1cnccc1N1CCN(/N=C/c2ccc(Cl)cc2)CC1)N1CCCCC1,?,-2%,-6%,2%,-21%,-1,1%
CCN1CCN(CCCOc2ccc(-c3ccccc3)cc2)CC1,?,2%,1%,-5%,113%[activator],5,-13%
Nc1cc(N)nc(SCC(=O)Nc2cc(S(=O)(=O)N3CCOCC3)ccc2Cl)n1,-6%,0%,-22%,-7%,-28%,nt,4%
Cc1ccc(C(=O)CC2(O)C(=O)N(CCc3ccccc3)c3ccc(Br)cc32)o1 (stereo not given),1%,-6%,?,-19%,-3%,-2,-11%
CC[C@H](C)[C@H]1CNC(=O)C(=O)N1CC1CCN(CCc2ccccc2)CC1,nt,nt,nt,1%,nt,-26,-9%
COc1cc(C(=O)Nc2nnc(CC(=O)NCc3ccccc3)s2)cc(OC)c1OC,-5%,-2%,-6%,-5%,0%,9,6%
C#CCOCCOCCOCCNc1nc(N2CCN(C(=O)[C@H]([C@@H](C)CC)n3cc([C@@H](N)CC(C)C)nn3)CC2)nc(N2CCN(C(=O)[C@H]([C@@H](C)CC)n3cc([C@@H](N)CC(C)C)nn3)CC2)n1,1%,3%,28µM*,-2%,197%[activator],-9,25%
Cc1csc(CNc2ncnc3ccc(-c4ccoc4)cc23)c1,1%&1%,nt,-28%&-23%,-9%,?,-86*,nt
COc1cc(/C=N/Nc2ccc(F)cc2F)cc(OC)c1O,-5%,-1%,25µM*,?,-21%,26,-30%
CCc1nc2c(OCc3cccc(Cl)c3)cccn2c1N(C)C(C)=O,nt,nt,nt,1%,nt,0,-2%
CC(OC(=O)C1CCCC1)C(=O)Nc1ccc(C(N)=O)cc1 (stereo not given),?,nt,-13%,5%,?,-29,-4%
Nc1nc(-c2ccc(Cl)cc2)nn1C(=O)c1ccco1,-4%,0%,-11%,-1%,-16%,38,2%
O=C(NCc1ccncc1)/C(=C\c1ccc(F)cc1)NC(=O)c1ccccc1,?,-1%,-5%,-5%,-30%,16,-3%

canonical_smiles,AmpC inh detg,LmPK inhibitor,Sm TGR block,Tb PYK inh,AmpC inh no detg,HCMV antiviral,AMA1 RON2 block
O=C(NC1CC(=O)N(c2cccc(F)c2)C1)C(c1ccccc1)c1ccccc1 (stereo not given),-1%,nt,3%,22%,nt,?,nt
COc1ccc(CNS(=O)(=O)c2ccc(-c3cnc(C4CC4)o3)cc2)cc1,-9%&12%,-13%,-25%&5%,1%&-1%,-13%,?,-10%
C[C@H]1CN([C@@H](C)CO)C(=O)c2cc(/C=C/c3ccccc3)cnc2O[C@H]1CN(C)C(=O)c1cccc(F)c1,nt,nt,nt,-1%,nt,10,-9%
CCc1ccccc1NC(=O)c1cc(-c2cccs2)on1,-13%,0%,-15%,-6%,-23%,-12,-4%
CC(=O)Nc1cccc(C(=O)NCc2ccc3c(c2)CCN3C(=O)c2ccc(F)cc2)c1,7%,nt,4%,1%,nt,2,nt
CCOC(=O)N1CCc2c(sc3c2c(=O)n(Cc2ccccc2)c(=O)n3Cc2cccc(C)c2)C1,5%&-11%,3%,3%&-7%,0%&0%,?,-28&10,-17%
Cc1ccc(Nc2nc(N/N=C\c3ccc4c(c3)OCO4)nc(N3CCOCC3)n2)cc1,3%,-8%,3%,7%,2%,?,83%[activator]
CC(=O)N1CCc2cc(NC(=O)C3(C)CCN3CCc3ccccc3)ccc21 (stereo not given),nt,nt,nt,0%,nt,?,0%
COC(=O)CSc1snnc1-c1ccc(F)cc1,-2%,-1%,-18%,-6%,-11%,70,7%
Cc1ccc(S(=O)(=O)N2CCOCC2)cc1NC(=O)c1cc(-c2ccccn2)nc2ccccc12,-5%,9%,-3%,7%,95%[activator],-70*,-21%
COc1ccc(NC(=O)C23CC4CC(C2)CC(n2cnc(Br)n2)(C4)C3)cc1Cl,-7%,11%,0%,-22%,-18%,35,-5%

Source: PubChem BioAssay
